MLL CXXC-DNA inh – inhibitors of human MLL CXXC domain-DNA interaction | Q03164 | MLL-CXXC / FITC-HOXA9 DNA fluorescence polarization | Potency, µM (titrated, usually from 115 µM), for the others: top-dose activity change, negative = inhibition, hits mostly inhibitors | hit rate 0.037% among 290,000 | AID 2662; active means well fitted inhibition curve with a large enough effect in the polarisation, with a control signal flat, not every such curve was filed as active; inconclusive means small, poorly fitted or top-dose-only effect, or effect the other way, or a change in a side signal; inactive means no such curve, though single readings can be large or run the other way; the % refers to the polarisation; further: potency means the concentration at half of the fitted maximal effect
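Purified MLL-CXXC (added from a 7 uM solution) was preincubated 5 min at ambient with pinned compounds in 50 mM Tris-HCl pH 7.5, 50 mM NaCl, 1 mM DTT, 0.05% BSA. Fluorescein-labeled HOX-A9 DNA (50 nM solution) followed, 30 min, then polarization read.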
AT treatment – potential ataxia-telangiectasia treatment; […] A-T fibroblasts, KAP-1 phosphorylation AlphaLISA; neocarzinostatin DNA damage 30 min before lysis; Potency, µM (highest dose often 57.5 µM), inactives show top-dose activation, actives largely listed as activators; hit rate 0.19% among 320,000; AID 485349; further: potency means the concentration at half of the fitted maximal effect; % of control where 0% means no effect; nearly all actives have a fitted effect of over 45% in size
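hTERT-immortalized A-T patient fibroblasts ([…]), 500 cells/well in OPTI-MEM, 1% FBS, got compounds for 60 min, then NCS for 30 min at 37C. Lysates were then assayed for phospho-KAP-1 by AlphaLISA (anti-pKAP1 donor, anti-KAP1 acceptor beads), 6 hr at 25C.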
BRCA1 expr up – increases BRCA1 expression; MCF7-BRCA1-FFLuc reporter, luminescence, 48 h; response scale: scaled: vehicle 0%, 10 µM genistein 100%; Potency, µM (highest dose often 46.1 µM), without a hit: at the top dose activation, hits mostly activators; hit rate 1.1% among 380,000; AID 624202; further: potency means the concentration at half of the fitted maximal effect; nearly all actives have a fitted effect of over 80% in size; some results filed as inactive show a strong effect at the top dose
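Luminescence from a BRCA1-driven firefly luciferase in MCF7 cells was the read-out, taken 15 min after substrate addition following 48 h compound exposure at 37 °C. Data were normalized to a 10 microM genistein control and DMSO vehicle.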
TCR act – T cell receptor activation. primary human leukocytes, anti-CD3, IL-2 HTRF, 48 h. Potency, µM (titrated, usually from 9.22 µM), for inactives: top-dose activation of IL-2 secretion, usual class: activators. 330,000 tested, under 10 active; further: % of control where 0% means no effect
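HTRF read-out of IL-2 secretion: europium cryptate donor excited at 320nm, d2 acceptor emission at 665nm. Cells were primary human leukocytes incubated 48 hr with compounds and a-CD3 beads, supplying TCR signal only.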
p53 reactivator – mutant p53 re-activation in reporter cells. AID 504706. H1299 p53-A138V BP100-luciferase reporter, luminescence, 24 h. Potency, µM (doses to about 92.2 µM), for inactives: top-dose activity change, positive = activation, actives largely listed as activators. hit rate 0.063% among 320,000; further: potency means the concentration at half of the fitted maximal effect; % of control where 0% means no effect; nearly all actives have a fitted effect of over 45% in size
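H1299 (p53-null), stable ts p53-A138V + BP100-Luc; 1000 cells/well, Opti-MEM/10% FBS; cpd 4 pt, 1:5; 24 h, 37 deg C, 5% CO2; detection reagent 10 min RT; luminescence.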
TRPV1 agonist – human TRPV1 agonism; Q8NER1; TRPV1-expressing cells, Fluo-8 calcium influx, agonist mode; activation, % at 8.33 µM; hit rate 0.19% among 320,000; in the data active means activation above about 80%; inconclusive means between about 30% and that limit; further: 0% is about no effect
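Cells expressing TRPV1 were dye-loaded with Fluo-8 and read kinetically: 10 s baseline, 3 min after compound (agonist portion), then 2 min after EC20 capsaicin (allosteric enhancer portion). Calcium-bound dye fluorescence at 480/520 nm.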
Integrin act MD – activators of alpha7 integrin expression for muscular dystrophy. alpha7betagal myoblasts, beta-gal FDG fluorescence, 48 h. hit rate 0.064% among 350,000. Potency, µM (doses to about 38.3 µM), without a hit: at the top dose activation, hits mostly activators;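 further: potency means the concentration at half of the fitted maximal effect; 100% = response of the positive control SU9516; nearly all actives have a fitted effect of over 60% in size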
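alpha7betagal+/- myoblasts (passage 13, 250/well) treated 48 h at 37C with compounds at 1:260 dilution of DMSO stock. Lysed, then beta-galactosidase activity read as FDG fluorescence (ex 480/em 540) after 30 min, with pre-read for autofluorescence.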
TSG101-PTAP inh – blocks PTAP/TSG101 interaction to inhibit HIV-1 budding | 340,000 tested, under 10 active | AID 493005 | Fluorescence polarization, FITC-PTAP peptide / Tsg101 binding | Q99816 | Potency, µM (top dose mostly 115 µM), inactives show top-dose activity change, negative = inhibition, hits mostly inhibitors; active means well fitted inhibition curve with a large enough effect in the main read-out, with a control signal flat, not every such curve was filed as active; inconclusive means small, poorly fitted or top-dose-only effect, or effect the other way, or a change in a side signal; inactive means no such curve, though single readings can be large or run the other way; further: potency means the concentration at half of the fitted maximal effect; % of control where 0% means no effect
Target sequence (Q99816 whole entry, looked up): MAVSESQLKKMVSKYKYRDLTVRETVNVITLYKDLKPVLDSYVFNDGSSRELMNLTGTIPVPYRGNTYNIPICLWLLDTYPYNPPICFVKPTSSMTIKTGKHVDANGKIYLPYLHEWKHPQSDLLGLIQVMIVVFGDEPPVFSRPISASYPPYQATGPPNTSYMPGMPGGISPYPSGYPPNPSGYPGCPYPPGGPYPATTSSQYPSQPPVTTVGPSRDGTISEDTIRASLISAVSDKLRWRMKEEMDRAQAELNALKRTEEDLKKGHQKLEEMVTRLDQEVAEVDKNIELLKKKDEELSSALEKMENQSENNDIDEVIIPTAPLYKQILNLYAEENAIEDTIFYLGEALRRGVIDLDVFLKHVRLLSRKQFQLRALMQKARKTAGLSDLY
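Steps: Tsg101 binding domain dispensed (10 uM final), compounds pinned in DMSO, FITC-labeled PTAP-motif peptide added (50 nM final); after 20 min binding at room temperature, polarization measured.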
ELG1 DNA repair – blocks ELG1-dependent DNA repair in HEK293T cells. AID 504467. HEK293T ELG1-luciferase reporter, luminescence, 16 h; DNA damage induced by 5-fluorouridine. hit rate 2.3% among 330,000. Potency, µM (top dose mostly 46.1 µM), inactives show at the top dose activity change, negative = inhibition, usual class: inhibitors; further: potency means the concentration at half of the fitted maximal effect; on the % scale 0 is the no-effect control and ±100 the full control effect; nearly all actives have a fitted effect of over 55% in size
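Overnight (16 hr) co-exposure of 2,000 cells/well to 5-fluorouridine and compound at 37 °C preceded detection. Luciferase was quantified via ONE-Glo luminescence; loss of signal denotes inhibition.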
B2AR arrestin – beta2AR (human) beta-arrestin recruitment activity; hit rate 0.02% among 330,000; beta-arrestin recruitment to beta2AR, cell-based reporter; Potency, µM (series often up to 46.1 µM), for inactives: at the highest dose activation, most hits filed as activators;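 further: potency means the concentration at half of the fitted maximal effect; 0% = DMSO controls and full agonism = EC100 isoproterenol or metaproterenol; nearly all actives have a fitted effect of over 65% in size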
Target sequence (P07550 whole entry, looked up): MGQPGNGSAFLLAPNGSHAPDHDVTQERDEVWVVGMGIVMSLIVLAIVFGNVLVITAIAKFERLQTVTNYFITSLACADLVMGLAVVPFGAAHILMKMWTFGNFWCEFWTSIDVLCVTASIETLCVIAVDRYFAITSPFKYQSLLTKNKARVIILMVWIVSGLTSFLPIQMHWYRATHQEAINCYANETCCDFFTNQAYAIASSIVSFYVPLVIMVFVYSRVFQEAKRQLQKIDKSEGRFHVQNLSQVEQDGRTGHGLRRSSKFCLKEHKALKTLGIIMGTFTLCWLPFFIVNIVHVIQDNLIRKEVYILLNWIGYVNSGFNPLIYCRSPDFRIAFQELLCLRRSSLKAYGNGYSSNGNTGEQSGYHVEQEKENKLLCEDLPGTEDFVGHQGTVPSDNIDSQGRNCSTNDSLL
Active calls of the source: *; ? = inconclusive; nt = no result given; & = joins results of further samples; [ ] = another dose, or the depositor's remark. Unless noted, the call rests on the fitted dose curve; in most records, active means well fitted curve in the direction sought with a large enough effect; inconclusive means small, poorly fitted or top-dose-only effect, or another doubt; inactive means no such curve, though single readings can be large; an effect the other way counts as inactive or inconclusive.

SMILES	MLL CXXC-DNA inh	AT treatment	BRCA1 expr up	TCR act	p53 reactivator	TRPV1 agonist	Integrin act MD	TSG101-PTAP inh	ELG1 DNA repair	B2AR arrestin
CCCCCSc1nc2c(cnn2-c2ccc(F)cc2)c(=O)[nH]1	-3%	-14%	-33%	8%	-3%	-3	-3%	-5%	-3%	0.3%
COCCNC(=O)CSc1ccccc1C(=O)NCC1CCCCC1	-12%	-4%	-14%	-1%	0%	3	-7%	-1%	4%	0.1%
O=C(OCC(=O)N1CCCCCC1)c1ccc(F)cc1F	nt	nt	41%	-2%	14%	4	16%	0%	?	-0.2%
Cc1cccc(N2CC(C(=O)O)CC2=O)c1 (stereo unspecified)	-2%	5%	0%	-4%	-8%	1	-3%	-3%	-1%	-0.9%
Cc1ccc(N2CC(C(=O)Nc3nnc(SCC(N)=O)s3)CC2=O)cc1C (stereo unspecified)	5%	0%	-2%	-5%	14%	-5	2%	nt	28%	-0.3%
Cc1nc(C)c(C(=O)OCC(=O)Nc2ccccc2SCC#N)s1	nt	-1%	-22%	-1%	-8%	2	28%	-9%	-16%	-0.4%
O=C(CCNC(=O)c1ccc([N+](=O)[O-])cc1)Nc1nccs1	-20%	-1%	-14%	6%	13%	0	18%	-2%	-6%	-0.8%
Cc1ccc(NS(=O)(=O)c2ccc(NC(=O)c3ccc(Br)o3)cc2)c(C)c1	17%	5%	-75%	6%	-9%	4	0%	-2%	?	0.2%
O=C1[C@@H]2Cc3c([nH]c4ccccc34)CN2C(=O)CN1CCCO	?	-5%	7%	-4%	-1%	6	1%	-3%	-5%	-0.3%
O=C(COC(=O)c1ccc(O)cc1)Nc1ccc(S(=O)(=O)N2CCOCC2)cc1	nt	2%	-1%	14%	-4%	nt	15%	-1%	-11%	0.1%
O=C1CN(C(=O)COc2ccc([N+](=O)[O-])cc2Cl)c2ccccc2N1	nt	5%	11µM*	-2%	-1%	3	?	-3%	8%	-0.1%
O=C(Nc1ccc(N2CCOCC2)cc1)c1cc(-c2ccncc2)nc2ccccc12	1%	-10%	14%	7%	-5%	nt	-3%	0%	?	0.1%

Looked up by structure from above:
SMILES	MLL CXXC-DNA inh	AT treatment	BRCA1 expr up	TCR act	p53 reactivator	TRPV1 agonist	Integrin act MD	TSG101-PTAP inh	ELG1 DNA repair	B2AR arrestin
Cc1nc(C)c(C(=O)OCC(=O)Nc2ccccc2SCC#N)s1	nt	-1%	-22%	-1%	-8%	2	28%	-9%	-16%	-0.4%
COCCNC(=O)CSc1ccccc1C(=O)NCC1CCCCC1	-12%	-4%	-14%	-1%	0%	3	-7%	-1%	4%	0.1%
O=C(COC(=O)c1ccc(O)cc1)Nc1ccc(S(=O)(=O)N2CCOCC2)cc1	nt	2%	-1%	14%	-4%	nt	15%	-1%	-11%	0.1%

Following part
SMILES	MLL CXXC-DNA inh	AT treatment	BRCA1 expr up	TCR act	p53 reactivator	TRPV1 agonist	Integrin act MD	TSG101-PTAP inh	ELG1 DNA repair	B2AR arrestin
CCC(C)n1c(SC(C)C#N)nc2ccccc2c1=O (stereo unspecified)	-3%	7%	-9%&4%	nt	-2%	6	0%	-9%	1%	-0.1%
CC1(c2ccccc2)NC(=O)N(CC(=O)NNC(=O)c2ccccc2)C1=O (stereo unspecified)	-3%	-1%	-19%	-57%	nt	0	-21%	-2%	1%	0.1%
Cc1ccc(NC(=O)C2CCCN(c3cnccn3)C2)c(C)c1 (stereo unspecified)	46%[activator]	?	-14%	8%	-1%	-4	-8%	2%	1%	0.7%
Cc1ccc(OCC(=O)N2CCN(C(=O)c3ccco3)CC2)cc1	3%	-3%	-15%	0%	-4%	-1	13%	-1%	-22%	0.5%
COc1ccccc1CN(C)C(=O)C1COc2ccccc2O1 (stereo unspecified)	-2%	6%	1%	-1%	0%	10	18%	-1%	-7%	-1.4%
CC(OC(=O)CN1C(=O)NC2(CCCC2)C1=O)c1ccc(F)cc1 (stereo unspecified)	nt	-9%	6%	-2%	-3%	9	-17%	-6%	-13%	-0.5%
COc1ccccc1N1CCN(c2ccc(S(=O)(=O)N3CCN(C)CC3)cn2)CC1	nt	0%	-10%	-8%[46.1 µM]	-3%	nt	19%	-15%	-24%	0.0%
C=CCSc1nc(N)c(C(=O)Nc2ccccc2)cc1C#N	-3%	2%	-2%	nt	2%	?	17%	-6%	-2%	-0.1%
Cc1oc(C(C)(C)C)cc1C(=O)NC(Cc1ccccc1)C(=O)O (stereo unspecified)	?	-3%[11.5 µM]	20%	-2%	0%	-2	-11%	1%	13%	0.2%
CC(C)Cn1c(-c2cccc(S(=O)(=O)N3CCOCC3)c2)n[nH]c1=S	nt	3%	0%	nt	-1%	nt	12%	-2%	11%	-1.6%
COc1cc(C(=S)N2CCOCC2)ccc1OS(=O)(=O)c1ccc(C)cc1	21%	-9%	7%	-4%	nt	1	-7%	-3%	-3%	0.0%
COc1ccc2nc(C)c3cc(C)oc3c2c1	-3%	3%	16%	4%	-1%	-10	2%	-11%	3%	-0.3%
COc1ccc(C(C)=O)cc1COC(=O)Cn1cnc2ccccc2c1=O	-3%	-2%	-58%	1%	-2%	1	-15%[7.66 µM]	-9%	0%	-1.4%
CN1CCN(S(=O)(=O)c2cccc(C(=O)N3CCN(c4ccccc4)CC3)c2)CC1	nt	8%	6%	-2%	-3%	nt	-3%	-1%	12%	-0.8%
Cc1cc(-c2nnc3n2CCCCC3)c(C)n1-c1ccccc1	-5%	0%	-44%	0%	13%	-2	-37%	2%	?	-1.0%
O=C(NC(=S)N1CCN(c2ccc(O)cc2)CC1)c1cccs1	-17%	3%	-9%	3%	0%	0	15%	-10%	13µM*	3.7%
O=[N+]([O-])c1ccc(C2=NN(CCO)C(=Nc3ccc(OC(F)(F)F)cc3)SC2)cc1	2%	1%	-77%	-10%	-1%	-2	4%	0%	-12%	-0.7%
COCCCn1c(=N)c(C(=O)NCC2CCCO2)cc2c(=O)n3ccccc3nc21 (stereo unspecified)	6%	-1%	-10%	-2%	2%	2	3%	-8%	-1%	0.1%
Cc1nc2ncc(Br)cc2[nH]1	10%	2%	2%	4%[46.1 µM]	-19%	-3	19%	-4%	-18%	0.2%
CCN(C1CCS(=O)(=O)C1)S(=O)(=O)c1cccs1 (stereo unspecified)	1%	3%	7%	3%	-11%	1	20%	-9%	0%	-0.2%
CCN(CC)c1ccc(S(=O)(=O)N2CCOCC2)cc1NC(=O)COC(=O)/C=C/c1ccco1	nt	nt	-21%	5%	nt	nt	-7%	-8%	nt	nt
O=C(CCOc1ccccc1)Nc1ccnn1C1CCN(Cc2ccc(F)cc2)CC1	48%[activator]	30%	-23%	-93%	3%	3	-12%	-6%	-20%	-0.7%
CCOc1ccc2nc(N3CCOCC3)nc(C)c2c1	9%	?	4.5µM*	-6%	?	3	-9%	-2%	?	0.0%
O=C(Cn1c(=O)oc2cc(S(=O)(=O)N3CCCC3)ccc21)NCc1ccccn1	10%	28%	-4%	2%	0%	-3	-2%	-1%	?	-0.6%
CCC1CCC2(CC1)NC(=O)N(CC(=O)NCc1ccccc1Cl)C2=O (stereo unspecified)	nt	0%	-14%	4%	-5%	nt	22%	1%	-9%	-0.4%
O=C(CC(c1ccc(F)cc1)c1ccco1)N1CCCC1 (stereo unspecified)	-5%	7%	-17%	2%	-2%	1	-24%	-7%	13%	-0.6%
COC(=O)C1=C(C)N(c2ccc(F)c(Cl)c2)C(=O)C1	14%	0%	26%	nt	8%	7	-23%	0%	1%	5.8%
Cn1c(=O)c2c(ncn2CC(=O)N2CCN(c3cccc(Cl)c3)CC2)n(C)c1=O	-2%	0%	-8%	1%	-2%	0	-7%	-1%	-5%	-0.3%
Cc1ccc(CNC(=O)c2cc(C)nn2-c2ccccc2)cc1	14%	3%	-1%	2%	1%	2	?	-4%	12%	-0.3%
Cc1noc(C)c1CSc1nc2ccccc2s1	-3%	-4%	-8%	5%	16%	?	2%	-3%	?	-0.4%
O=C(NCCc1c[nH]c2ccccc12)/C(=C\c1cccs1)NC(=O)c1ccccc1	19%	-1%	-27%	3%[46.1 µM]	-5%	8	-5%	-5%	-20%	0.4%
CC1=C(C#N)C2(O)C(=O)c3ccccc3C2(O)N1 (stereo unspecified)	6%	-4%	-1%	-54%	0%	3	1%	-4%	-1%	-0.4%
COCCNC(=O)Cn1cnc2sc(C)c(S(=O)(=O)N3CCC(C)CC3)c2c1=O	-15%	2%	12%	nt	3%	7	-12%	-5%	18%	-0.6%
CC1=C(C)CC(C(=O)NNC(=O)c2csc(C)c2C)C(C(=O)O)C1 (stereo unspecified)	-9%	6%	-3%	1%[46.1 µM]	12%	2	-3%	-4%	2%	-1.1%
Cc1nnc(SCC(=O)NNC(=O)c2ccccc2)n1-c1ccccc1	-2%	0%	-10%	6%[46.1 µM]	16%	1	25%	-7%	18%	0.1%
COC(=O)c1ccccc1SC(CC(=O)c1ccccc1)c1ccc(F)cc1 (stereo unspecified)	-1%	2%	0%	1%	?	?	0%	0%	?	-0.2%

Source: PubChem BioAssay (National Center for Advancing Translational Sciences (NCATS))
